Bioassay records deposited in PubChem by National Center for Advancing Translational Sciences (NCATS).
GLS inh – glutaminase GLS (human) inhibition; Potency, µM (doses to about 45.5 µM), without a hit: at the highest dose activity change, negative = inhibition, most hits filed as inhibitors; O94925; 410,000 compounds, 0.21% hits; GLS enzymatic activity, qHTS titration; also: potency is read from the fitted curve at half-maximal effect; % is scaled to controls: 0 for no effect and ±100 for the full control effect
Target sequence (O94925 whole entry, looked up): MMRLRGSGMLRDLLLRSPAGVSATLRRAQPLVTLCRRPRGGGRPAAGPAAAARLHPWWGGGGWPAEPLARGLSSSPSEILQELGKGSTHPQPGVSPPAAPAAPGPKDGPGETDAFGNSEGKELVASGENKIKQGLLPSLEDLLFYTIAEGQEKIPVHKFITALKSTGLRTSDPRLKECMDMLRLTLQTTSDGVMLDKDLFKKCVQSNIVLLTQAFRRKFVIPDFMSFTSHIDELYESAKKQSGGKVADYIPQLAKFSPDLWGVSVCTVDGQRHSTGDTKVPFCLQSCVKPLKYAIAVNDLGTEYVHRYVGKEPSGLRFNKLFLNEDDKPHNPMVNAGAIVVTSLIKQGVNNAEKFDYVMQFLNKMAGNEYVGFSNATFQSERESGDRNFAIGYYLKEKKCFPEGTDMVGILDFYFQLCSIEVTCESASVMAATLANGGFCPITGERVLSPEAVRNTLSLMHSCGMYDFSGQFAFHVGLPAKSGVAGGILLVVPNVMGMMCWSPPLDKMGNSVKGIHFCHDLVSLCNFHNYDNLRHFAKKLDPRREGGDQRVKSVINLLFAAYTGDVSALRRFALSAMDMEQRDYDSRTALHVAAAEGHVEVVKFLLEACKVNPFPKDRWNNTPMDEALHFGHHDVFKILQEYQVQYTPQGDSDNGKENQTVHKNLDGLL
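Glutamate formation by hKGA was monitored fluorometrically using coupled glutamate oxidase, HRP and Amplex Red. Substrate was added as 1 mM L-glutamine solution; incubation was 30 min at RT after an initial read.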
Pin1 inhibitor – inhibitors of human Pin1; Q13526; Pin1 FP peptide displacement, HiFluor488, 10 min; AID 504891; 390,000 compounds, 0.009% hits; Potency, µM (titrated, usually from 115 µM), for the others: top-dose activity, negative = inhibition, usual class: inhibitors; active = well fitted inhibition curve with a large enough effect in the polarisation, with a control signal flat, not every such curve was filed as active; inconclusive = small, poorly fitted or top-dose-only effect, or effect the other way, or a change in a side signal; inactive = no such curve, though single readings can be large or run the other way; the % refers to the polarisation; also: potency is read from the fitted curve at half-maximal effect; % is scaled to controls: 0 for no effect and ±100 for the full control effect
Tb PGK inh – inhibitors of T. brucei phosphoglycerate kinase; Potency, µM (top dose mostly 57.5 µM), for the others: at the highest dose activity change, negative = inhibition, actives largely listed as inhibitors; 380,000 compounds, 0.043% hits; PGK/GAPDH coupled, Kinase-Glo luminescence, 60 min; P07378; also: potency is read from the fitted curve at half-maximal effect; % is scaled to controls: 0 for no effect and ±100 for the full control effect; nearly all actives have a fitted effect of over 60% in size
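Luminescent ATP detection (Kinase-Glo Plus) follows a 60-minute room-temperature incubation, with wells lacking PGK as controls. Buffer: 100 mM TEA (pH 7.6), 5 mM MgCl2, 0.01% Tween-20. Coupling enzyme GAPDH (100 nM final) supplies unstable 1,3-BPG in-well.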
TrxR1 inh – inhibitors of rat thioredoxin reductase 1; O89049; Potency, µM (doses to about 114 µM), inactives show top-dose activity change, negative = inhibition, usual class: inhibitors; AID 588453; 390,000 compounds, 1% hits; recombinant rTrxR1, NADPH fluorescence consumption, selenite substrate; also: potency is read from the fitted curve at half-maximal effect; % is scaled to controls: 0 for no effect and ±100 for the full control effect; nearly all actives have a fitted effect of over 65% in size
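Rat TrxR1 (90 nM in the dispensed reagent) was pre-reduced with 400 uM NADPH for 5 min at room temperature, then incubated with compound for 15 min. After 400 uM selenite was added, NADPH fluorescence (Ex 340/Em 450 nm) was followed for 8 min.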
TrxR1 substrate – rat thioredoxin reductase 1 substrate activity; O89049; purified TrxR1 substrate turnover, NADPH consumption readout; Potency, µM (titrated, usually from 114 µM), for the others: at the top dose activity change, negative = substrate turnover; 390,000 compounds, 0.01% hits; AID 588456; also: potency is read from the fitted curve at half-maximal effect; % is scaled to controls: 0 for no effect and ±100 for the full control effect; nearly all actives have a fitted effect of over 50% in size
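Rat TrxR1, dispensed at 90 nM, was prereduced with 400 uM NADPH (final) for 5 min at ~22 deg C, then incubated with compound 15 min before 400 uM selenite. A first-read NADPH fluorescence drop versus no-compound background flagged substrates.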
HP1b binding inh – HP1-beta chromodomain-methylated histone interaction inhibition; 390,000 compounds, 0.56% hits; P83916; AID 540317; AlphaScreen HP1-beta / biotin-H3K9me3 peptide binding; Potency, µM (doses to about 114 µM), for the others: at the highest dose activity change, negative = inhibition, actives largely listed as inhibitors; also: potency is read from the fitted curve at half-maximal effect; nearly all actives have a fitted effect of over 70% in size; inactives centre near 23
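AlphaScreen: HP1-beta (50 nM) preformed 30 min with biotin-H3(1-18)K9me3 peptide (50 nM) in PBS pH 7.4, 0.01% Tween-20. Compound added for 30 min at RT, then streptavidin donor/nickel chelate acceptor beads (10 ug/mL) for 30 min.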
mIDH1 inhibitor – human IDH1 R132H inhibition; Potency, µM (titrated, usually from 76.6 µM), for inactives: top-dose activity change, negative = inhibition, actives largely listed as inhibitors; IDH1-R132H enzyme, NADPH consumption, diaphorase/resazurin fluorescence; AID 602179; 390,000 compounds, 0.093% hits; O75874; also: potency is read from the fitted curve at half-maximal effect; % is scaled to controls: 0 for no effect and ±100 for the full control effect; nearly all actives have a fitted effect of over 65% in size
Target sequence (O75874 whole entry R132H, stated change not applied): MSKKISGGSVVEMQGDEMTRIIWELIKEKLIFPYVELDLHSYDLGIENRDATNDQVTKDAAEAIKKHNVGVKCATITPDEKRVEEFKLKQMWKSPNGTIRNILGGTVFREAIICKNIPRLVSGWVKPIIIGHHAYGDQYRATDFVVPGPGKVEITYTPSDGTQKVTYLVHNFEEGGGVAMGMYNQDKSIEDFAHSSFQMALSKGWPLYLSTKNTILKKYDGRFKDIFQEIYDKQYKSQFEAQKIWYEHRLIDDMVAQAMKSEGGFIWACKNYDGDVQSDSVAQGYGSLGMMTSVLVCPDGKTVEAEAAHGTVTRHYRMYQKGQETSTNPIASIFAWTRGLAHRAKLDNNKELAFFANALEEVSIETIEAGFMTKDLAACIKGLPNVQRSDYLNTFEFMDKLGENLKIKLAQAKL
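IDH1-R132H (0.5 ug/mL dispensed) in pH 7.5 Tris buffer was preincubated 30 min with compound, then given a substrate mix of 0.016 mM NADPH and 2 mM alpha-KG for 80 min at room temperature; remaining NADPH was read by diaphorase/resazurin fluorescence.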
PI4K2A block – PI4K2A (human) kinase inhibition | purified PI4K2A, ADP-Glo luminescence, 1 h; active compounds read low | activity change, negative = inhibition, % at 76.9 µM | 420,000 compounds, 0.13% hits; in the data active = activity change below about -50%; inconclusive = mostly about -30% to -49%;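 also: -100% = wells without enzyme as full effect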
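ADP-Glo luminescence measured ADP generated by PI4K2A enzyme (4 ug/mL before mixing) with 1.2 mM PI substrate (pre-mix) and 300 microM ATP (pre-mix). Tris pH7.5 buffer with MgCl2, Triton X-100; 1 h reaction at ambient temperature.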
USP1 inh – inhibitors of human USP1/UAF1 deubiquitinase; recombinant USP1/UAF1, Ub-Rhodamine cleavage fluorescence; Potency, µM (series often up to 57.1 µM), for the others: at the highest dose activity change, negative = inhibition, hits mostly inhibitors; 390,000 compounds, 0.23% hits; AID 743255; also: potency is read from the fitted curve at half-maximal effect; % is scaled to controls: 0 for no effect and ±100 for the full control effect; nearly all actives have a fitted effect of over 60% in size; inactives centre near -12
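USP1/UAF1 complex (1 nM) preincubated 15 min at room temperature with compound, then Ub-Rho substrate (150 nM final) added. Kinetic fluorescence at 480/540 nm over 6 reads at 60 s intervals; 50 mM HEPES pH 7.8, 0.5 mM EDTA, 0.1 mg/ml BSA, 1 mM TCEP, 0.01% Tween-20.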
* = called active by the depositor; i = inactive; ? = inconclusive; / = no result given; [ ] = another dose, or the depositor's remark. Unless noted, calls follow the shape of the dose curve; as a rule, active = well fitted curve in the direction sought with a large enough effect; inconclusive = small, poorly fitted or top-dose-only effect, or another doubt; inactive = no such curve, though single readings can be large; an effect the other way counts as inactive or inconclusive. These rows are one share of the data; the hit share may differ from the screen's.

SMILES	GLS inh	Pin1 inhibitor	Tb PGK inh	TrxR1 inh	TrxR1 substrate	HP1b binding inh	mIDH1 inhibitor	PI4K2A block	USP1 inh
CCN(Cc1nc(-c2ccc(Cl)cc2)no1)CC1CCCO1 (centres undefined)	-6%	7%	-8%	14%	-2%	61%[activator]	-2%	6	-15%
CC(C)(C)OC(=O)N1CCC(c2c(C(=O)O)cnn2-c2ccc(F)cc2F)CC1	10%	-2%	-7%	16%	8%	39%	3%	2	0%
Cc1ccc2c(c1)c1c(n2CCc2ccc(C)nc2)CCN(C)C1	-8%	?	-10%	29%	12%	14%	/	-1	/
CC(C)NC(=S)Nc1c(N)[nH]c(=O)[nH]c1=O	27%	0%	0%	-7%	-7%	26%	-8%	-2	-9%
CCOC(=O)c1cnc(SCC(=O)OCC(=O)N(CC)C2CCS(=O)(=O)C2)nc1N (centres undefined)	-2%	-4%	-2%	-11%	-10%	34%	4%	1	-8%
NC(=O)C1=C(c2ccccc2)c2ccccc2C1=O	39%[activator]	-2%	7%	-11%[57.1 µM]	-4%[2.29 µM]	2%[57 µM]	4%	-19	-14%
COCCn1c(C)cc(C(=O)CSc2nnc3ccccn23)c1C	-11%	-7%	-6%	6%	-2%	14%	5%	-4	-15%
Cc1cc(C)n(-c2ccccc2[N+](=O)[O-])n1	11%	0%	-6%	19%	1%	38%	5%	-1	-17%
Cc1c(NS(=O)(=O)c2cc(C(=O)OCC(=O)N3CCC(C)CC3)ccc2Cl)c(=O)n(-c2ccccc2)n1C	7%	5%	i	-1%	3%	45%	2%	2	-12%
Cc1cccc(C)c1-n1c(C)cc(/C=N\Nc2ccc([N+](=O)[O-])cn2)c1C	-7%	?	-8%	-20%	-14%	-23%	4%	-3	-14%
O=[N+]([O-])c1cccnc1N/N=C/c1ccccc1O	-2%	-6%	-17%	21%	-3%	24%	-6%	-6	-18%
C=CCn1c(=O)c2c(nc(Br)n2Cc2ccccc2Cl)n(C)c1=O	-21%	-6%	i	4%	5%	-11%	2%	-11	1%
O=C(Nc1ccccc1)c1cc2ccc3ccccc3c2s1	7%	-9%	i	32%[57.1 µM]	15%[57.1 µM]	18%	-2%	-2	-21%
Cc1ccccc1CN1CCNC(=O)C1CC(=O)N(C)CCC1CCOCC1 (centres undefined)	-1%	-1%	2%	?	9%	38%	23%	3	-22%
CCOCCCNC(=O)C(c1ccc(Cl)cc1)N(Cc1cccs1)C(=O)c1ccccn1 (centres undefined)	1%	-10%	11%	12%[57.1 µM]	-3%	20%	4%	-25	-6%
CCc1c(C(=O)NCc2ccccc2Cl)[nH]c(C)c1C(C)=O	-12%	-1%	i	-16%	-10%	14%	0%	7	-7%
CCC(Oc1ccc(C)cc1)C(=O)Nc1ccc(S(=O)(=O)Nc2cc(C)on2)cc1 (centres undefined)	-1%	-3%	-6%	6%[57.1 µM]	4%[57.1 µM]	-16%	1%	-8	-5%
CCn1nc(C(=O)Nc2ccc3nc(C)sc3c2)c2ccccc2c1=O	6%	7%	-7%	9%[57.1 µM]	-8%	22%	5%	-8	2%
Cc1cc(OCC(=O)Nc2ccncc2)ccc1Br	1%	-12%	i	-3%	-4%	46%[activator]	3%	-9	-19%
CC1=C(C(=O)Nc2cc(C(=O)N3CCC(C)CC3)ccc2C)SCCO1	5%	-3%	-6%	4%	-1%	48%[activator]	1%	-2	-12%
CC(=O)OC(C(=O)NCCN1CCOCC1)c1c(F)cccc1F (centres undefined)	4%	1%	6%	-5%	-4%	19%	1%	-5	6%
COc1ccc(CN(C)C[C@@H]2OCCCC[C@H](C)Oc3ccc(NC(=O)Cc4ccccc4)cc3C(=O)N([C@@H](C)CO)C[C@@H]2C)cc1	-1%	/	-9%	/	/	/	14%	3	-23%
CCCN(C(=O)C1CSC2(C)CCC(=O)N12)c1c(N)n(Cc2ccccc2)c(=O)[nH]c1=O (centres undefined)	10%	-7%	9%	1%[57.1 µM]	-2%[57.1 µM]	26%	-9%	0	-11%
Cc1cc(C)c(C(N)=O)c(Nc2cccc3ccccc23)n1	-2%	-6%	-9%	12%[57.1 µM]	3%[57.1 µM]	5%	3%	-3	-11%
N#CC(c1cccc([N+](=O)[O-])c1)C(CC(=O)c1ccccc1)c1ccccc1 (centres undefined)	2%	/	i	/	/	/	6%	2	-20%
COC(=O)c1cc2oc(C)cc2n1Cc1cc(C)ccc1C	1%	11%	6%	50%[activator]	16%	14%	0%	-3	?
O=c1cc(/N=C/c2coc3cc(Br)ccc3c2=O)[nH]c(=S)[nH]1	-15%	1%	-6%	?	-7%	9%	-1%	-3	-4%
CCn1c(C(=O)NCc2ccccc2)cc2sc(Cl)cc21	1%	4%	i	-5%	-9%	49%[activator]	12%	-7	-12%
O=C(NCC1CCCO1)c1cn(Cc2ccccc2)nc1-c1ccccc1 (centres undefined)	-13%	-2%	-5%	18%	0%	56%[activator]	20%	2	-5%
N#Cc1ccccc1OCC(=O)C1CC1	6%	0%	i	23%[57.1 µM]	3%[57.1 µM]	29%	9%	2	-5%
Cc1ccc2nc3n(c(=O)c2c1)-c1cc2ccccc2cc1C(=O)NC3CC(C)C (centres undefined)	-2%	/	i	/	/	/	0%	-1	-19%
CC(C)OC(=O)CC(=O)CSc1nc(-c2ccc(F)cc2)cc(-c2ccccc2)c1C#N	-5%	32%[activator]	-2%	9%	18%	27%	2%	-3	-13%
O=C(CCN=C1NS(=O)(=O)c2ccccc21)Nc1ccc(Cl)cc1F	0%	5%	i	25%	7%	44%[activator]	1%	3	-19%
O=C(NCCCN1CCCC1=O)c1ccc(Cl)c(NS(=O)(=O)c2ccc(F)cc2)c1	0%	-1%	-7%	-8%	-5%	31%	5%	8	-10%
COc1ccc(C)c(-n2c(=O)n(Cc3ccccc3)c(=O)c3[nH]cnc32)c1	2%	0%	0%	25%	5%	66%[activator]	10%	-2	-14%
Cc1c(Cl)cccc1NC(=S)NCc1ccc2c(c1)OCO2	8%	7%	-9%	-9%	-7%	10%	1%	-4	-22%
O=C(COC(=O)/C=C/c1cccc(F)c1)NNC(=O)c1ccccc1	12%	5%	-1%	-11%	-6%	-4%	3%	5	-11%
COCCN(CCOC)C(=O)c1sc2nc(-c3ccccc3)cn2c1C	-5%	-6%	2%	-10%	-6%	33%	3%	-2	-8%
CCOC(=O)NC(=O)CSc1cc(C)c2cc(C)cc(C)c2n1	9%	-5%	i	9%	-1%	31%	4%	-1	-15%
Cc1ccc(NC(=O)N2CCc3ccccc32)cc1	6%	-3%	-19%	13%	2%	21%	10%	?	-17%
COc1ccc(CCNC(=O)CN(c2ccc(C)cc2)S(=O)(=O)c2c(C)noc2C)cc1OC	-8%	-2%	6%	-17%	-7%	25%	2%	-9	-5%
COC(=O)C(O)(NC(=O)OCc1ccccc1)C(F)(F)F (centres undefined)	15%	?	-5%	20%	6%	8%	1%	0	3%
CCOc1ccc(C(=O)NCc2cccnc2)cc1[N+](=O)[O-]	17%	-10%	-5%	16%[57.1 µM]	10%[57.1 µM]	30%	5%	-4	-9%
CC(C)CN(C(=O)CCC(=O)OCC(=O)N(C)c1ccccc1)c1c(N)n(CC(C)C)c(=O)[nH]c1=O	5%	-3%	10%	6%	-3%	22%	-2%	0	-2%
Cc1c(CC(=O)NCC(=O)N[C@H](Cc2ccccc2)C(=O)O)c(=O)oc2cc(O)ccc12	14%	2%	-8%	79µM*	/	57%[activator]	5%	-2	-18%
CC(C)(C)c1csc(NC(=O)c2cccnc2Cl)n1	0%	-1%	i	-13%[57.1 µM]	-3%[57.1 µM]	4%	17%	1	-5%
c1coc(C2Nc3ccccc3C3OCCC23)c1 (centres undefined)	-11%	?	1%	-7%[57.1 µM]	15%[57.1 µM]	42%[activator]	2%	-2	-13%
Cc1ccccc1C(=O)Nc1ccc2nc3n(c(=O)c2c1)CCCC3	-8%	-6%	-6%	26%	4%	25%	0%	1	-15%
Cc1ccc(/C=N/N=C2\SCC(=O)N2CC2CC2)cc1	-21%	0%	-7%	11%[57.1 µM]	10%[57.1 µM]	33%	6%	-3	0%
O=C(c1cc2cc(Cl)cc(Cl)c2oc1=O)N1CCOCC1	-7%	1%	4%	-11%	-4%	27%	0%	3	-13%
CC(=O)Nc1ccc(NC(=O)Nc2ccccc2C)cc1	0%	5%	-5%	32%	11%	45%[activator]	9%	-2	-4%
O=C(Nc1cc(-c2ccccc2)nn1C1CCCCC1)c1ccc(Cl)cc1	9%	0%	-9%	?	-8%	38%[activator]	-6%	-3	-2%
O=[N+]([O-])c1ccc(O)c(-c2nc(-c3ccccc3)c(-c3cccs3)[nH]2)c1	-2%	1%	i	-26%	-16%	?	10%	1	-12%
Clc1ccccc1Cn1nnc2c(N3CCOCC3)nc(C3CC3)nc21	-1%	-4%	-4%	-8%	-1%	1%	-2%	-5	-13%
